Compound activity (PubChem BioAssay)
KKLEB tox – reduces viability of KKLEB cystic fibrosis airway cells. KKLEB CF airway cells viability, ATPlite luminescence, overnight; active compounds read low; cells stimulated with P. aeruginosa culture filtrate. 360,000 compounds, 0.36% hits. activity change (cytotoxicity), % at 5 µM. AID 602141;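 active means corrected activity change at or below -50% at 5 µM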
Shn3 inh set2 – inhibitors of Schnurri-3 3'UTR reporter in osteoblasts. Clone20 osteoblast Shn3 3'UTR firefly luciferase, 24 h. 360,000 compounds, 0.52% hits. inhibition, % at 12.5 µM;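 active means mean inhibition of at least 75% with every replicate also reaching 75%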;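 further: 0% = median of neutral control wells and 100% = pilot-screen positive control compound; some compounds past the cut are filed as inactive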
CF NFkB inh – cystic fibrosis NF-kB activation inhibition; 360,000 compounds, 0.86% hits; inhibition, % at 5 µM; KKLEB NF-kB-GFP reporter, PAF-induced, GFP fluorescence overnight;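 active means at least 50% inhibition at 5 µM, scaled per plate between neutral and stimulator controls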;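 further: PAF is a Pseudomonas aeruginosa culture filtrate used as stimulus; plate controls were PAF-stimulated DMSO wells for no effect and unstimulated DMSO wells for full effect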
COUP-TFII inh – blocks human COUP-TFII nuclear receptor; inhibition, % at 8.6 µM; 370,000 compounds, 0.7% hits; P24468; HEK293T NGFI-A luciferase reporter, luminescence;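 active means inhibition above a per-plate cutoff, mean inhibition of test wells between control levels plus 3 SD, cut at about 38% in these data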;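 further: cells cotransfected with COUP-TFII expression vector driving the NGFI-A reporter; 0% = median of COUP-TF2 test wells and 100% = reporter-only cells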
TWEAK-Fn14 inh – TWEAK-Fn14 signaling inhibition; AID 1159606; TWEAK-stimulated Fn14 reporter cells, luciferase luminescence, 8 h; inhibition, % at 10 µM; 360,000 compounds, 2% hits; in the data active means inhibition above about 50%
SRC1 inh – inhibitors of human steroid receptor coactivator 1 (SRC1); Q15788; 360,000 compounds, 0.12% hits; HEK293 GAL4-SRC1 luciferase reporter, luminescence; inhibition, % at 3.6 µM;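 active means inhibition above the campaign mean plus 3 SD, with each screening campaign given its own cutoff, cut at about 60% in these data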;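 further: 0% = DMSO treated cells and 100% = gossypol at 36 µM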
NR5A2 inv ag – NR5A2 inverse agonism in reporter assay; HEK293T StAR-luciferase reporter, LRH-1 transfected, 24 h; 360,000 compounds, 0.13% hits; inhibition, % at 3.6 µM;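 active means inhibition above the mean inhibition of all tested compounds plus 3 SD, cut at about 73% in these data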;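 further: 0% = DMSO wells and 100% = reporter-only cells lacking LRH-1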
C8 TRAIL sens – caspase-8 TRAIL sensitization; NB7+C8 cells + TRAIL, ATPlite viability luminescence; inhibition (viability loss, TRAIL sensitization), % at 10 µM; 360,000 compounds, 1% hits;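 active means compounds causing at least 50% loss of cell viability in the single-dose screen, relative to plate controls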
NCOA3 inh – inhibitors of human steroid receptor coactivator 3 (SRC3). Q9Y6Q9. AID 588352. inhibition, % at 3.6 µM. 360,000 compounds, 0.17% hits. HEK293 GAL4-SRC3 luciferase reporter, luminescence;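 active means inhibition above a per-campaign cutoff, the mean of all compounds plus 3 SD, cut at about 60% in these data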;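 further: 0% = DMSO-treated cells and 100% = gossypol-treated cells at 36 µM; higher means less SRC3-driven luciferase light from the GAL4 reporter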
Target sequence (Q9Y6Q9 whole entry, looked up, the tested form may be a part): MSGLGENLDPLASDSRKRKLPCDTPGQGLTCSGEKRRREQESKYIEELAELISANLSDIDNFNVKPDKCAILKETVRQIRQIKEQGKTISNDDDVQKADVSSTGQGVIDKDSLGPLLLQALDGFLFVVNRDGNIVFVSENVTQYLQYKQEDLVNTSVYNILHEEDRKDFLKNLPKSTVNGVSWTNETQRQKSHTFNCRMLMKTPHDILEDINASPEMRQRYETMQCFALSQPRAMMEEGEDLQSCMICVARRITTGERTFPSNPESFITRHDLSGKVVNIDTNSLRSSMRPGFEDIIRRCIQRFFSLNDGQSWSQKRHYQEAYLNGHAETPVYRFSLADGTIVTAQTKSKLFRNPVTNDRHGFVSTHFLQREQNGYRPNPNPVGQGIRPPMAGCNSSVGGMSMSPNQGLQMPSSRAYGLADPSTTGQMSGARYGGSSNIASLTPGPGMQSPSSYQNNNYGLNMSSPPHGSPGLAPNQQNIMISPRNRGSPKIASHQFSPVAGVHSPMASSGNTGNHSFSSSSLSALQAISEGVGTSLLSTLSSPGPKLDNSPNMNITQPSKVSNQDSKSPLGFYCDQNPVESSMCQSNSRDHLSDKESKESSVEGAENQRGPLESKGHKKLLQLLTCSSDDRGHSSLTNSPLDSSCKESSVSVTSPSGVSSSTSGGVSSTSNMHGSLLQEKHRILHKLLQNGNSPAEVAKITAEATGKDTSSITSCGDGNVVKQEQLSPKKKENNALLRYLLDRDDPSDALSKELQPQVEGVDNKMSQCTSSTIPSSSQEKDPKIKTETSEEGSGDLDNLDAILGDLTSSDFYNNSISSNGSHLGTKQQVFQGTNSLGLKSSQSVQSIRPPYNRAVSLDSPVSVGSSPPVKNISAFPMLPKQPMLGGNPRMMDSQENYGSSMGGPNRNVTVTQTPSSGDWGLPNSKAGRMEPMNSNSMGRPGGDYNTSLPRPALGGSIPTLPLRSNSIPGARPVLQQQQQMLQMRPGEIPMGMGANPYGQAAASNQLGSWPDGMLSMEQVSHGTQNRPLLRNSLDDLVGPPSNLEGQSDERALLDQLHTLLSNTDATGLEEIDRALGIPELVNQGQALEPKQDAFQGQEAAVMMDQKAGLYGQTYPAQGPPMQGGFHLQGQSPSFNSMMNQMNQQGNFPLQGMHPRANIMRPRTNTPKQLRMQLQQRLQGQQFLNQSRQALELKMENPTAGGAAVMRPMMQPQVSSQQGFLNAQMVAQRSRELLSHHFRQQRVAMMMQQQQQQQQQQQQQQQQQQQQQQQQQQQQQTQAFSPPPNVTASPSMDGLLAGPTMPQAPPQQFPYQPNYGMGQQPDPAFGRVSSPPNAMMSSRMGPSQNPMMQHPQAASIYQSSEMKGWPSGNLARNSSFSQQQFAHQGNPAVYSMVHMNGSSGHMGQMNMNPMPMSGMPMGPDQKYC
LMP1 NFkB inh – Epstein-Barr LMP1 NF-kappaB reporter inhibition; inhibition, % at 12.5 µM; 350,000 compounds, 0.69% hits; AID 504558; LMP1-induced NF-kappaB luciferase reporter cells, luminescence; in the data active means inhibition above about 41%;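 further: 0% = neutral control wells and 100% = reference inhibitor control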
TROY signal inh – TROY signaling inhibition; Q293 LMP1-TROYcd NF-kB luciferase reporter, 4 h; inhibition, % at 10 µM; 360,000 compounds, 0.98% hits; AID 1347056;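 active means compounds whose plate-normalised and pattern-corrected inhibition of the luciferase reporter signal at the single screening dose is 50% or more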
* = called active by the depositor; . = not tested or not shown.

SMILES	KKLEB tox	Shn3 inh set2	CF NFkB inh	COUP-TFII inh	TWEAK-Fn14 inh	SRC1 inh	NR5A2 inv ag	C8 TRAIL sens	NCOA3 inh	LMP1 NFkB inh	TROY signal inh
COc1ccc(NC(=O)C2CCCN(C(=O)Nc3ccc(F)cc3)C2)cc1 (stereo not drawn)	4	-19	-17	4	-15	-19	0	13	-12	-1	-16
Cc1occc1C(=O)N(C)Cc1nc(-c2ccccc2)no1	4	-12	0	14	17	1	-14	0	2	-8	-7
CC(=O)Nc1ccc(S(=O)(=O)Nc2ccc3c(c2)OCO3)cc1	1	13	-2	-11	4	-2	8	7	7	3	11
COc1cc(NS(=O)(=O)c2ccc(C)c(C)c2)c(OC)cc1Cl	4	37	1	1	19	-13	5	1	13	-2	6
CC(C)(C)NC(=O)C(c1ccncc1)N(C(=O)CNC(=O)c1ccco1)c1ccc2c(c1)OCO2 (stereo not drawn)	6	-3	3	1	-1	-4	12	-6	12	3	-5
COc1cc(C(=O)Nc2scc(-c3ccccc3)c2C(=O)O)cc(OC)c1OC	-11	-25	0	5	16	2	-2	-2	-5	-2	8
COc1ccc(C(C)=O)cc1OCc1ccccc1	2	-34	-4	-2	2	-9	23	-8	9	5	0
CC1(C)CC(=O)C2=C(C1)Nc1ccccc1NC2c1ccccn1 (stereo not drawn)	2	-3	7	-7	11	6	10	-9	6	-4	-18
O=C(NCc1ccc(Cl)cc1Cl)C(=O)N1CCCCC1	-3	2	18	3	-31	-1	12	-8	5	-8	-2
O=C(NC(=S)Nc1ccccc1)c1cncc(C#Cc2ccccc2)c1	-2	2	4	11	-20	9	-7	-5	7	-3	-7
COc1ccc(NC(=O)COC(=O)CCCc2c[nH]c3ccccc23)cc1OC	-3	4	1	.	7	2	7	-3	-7	7	8
Cc1ccc(S(=O)(=O)N(C)CCCC(=O)NC(C)(C)CO)cc1	4	-8	5	10	16	-13	16	-6	-3	-17	11
O=C(Nc1ccccc1)N1CCN(c2ncccn2)CC1	14	-8	-17	9	-6	-6	-13	-4	20	-3	-3
O=[N+]([O-])c1ccc(NC(=S)NCCc2ccccc2)cc1	-12	65	4	-16	1	-17	-2	16	-4	-2	11
Cc1ccc(/C=C/C(=O)NC(=S)N2CCN(c3ccc(F)cc3)CC2)cc1	3	18	-10	9	-8	-17	-5	-7	7	-8	11
Cc1cc(F)ccc1NCc1cccnc1	-5	-6	5	6	-3	8	9	4	6	-11	3
O=C(NC1CCCN(Cc2ccc(Cl)cc2)C1)c1cccc(F)c1 (stereo not drawn)	2	5	-6	-16	-3	7	-4	-15	-21	-3	6
COc1ccc(S(=O)(=O)NCCCN2CCOCC2)c2ccccc12	-5	6	3	19	8	-20	-10	-5	-6	6	12
COc1ccc(CCN2CC(C(=O)Nc3ccc(S(C)(=O)=O)cc3)CC2=O)cc1OC (stereo not drawn)	-1	-16	-4	-16	14	11	3	4	-7	-4	-15
CCOC(=O)c1c(C)[nH]c(C)c1S(=O)(=O)N(C)CC(=O)N1CCN(c2ccc(OC)cc2)CC1	-9	-2	-7	-3	8	-9	-1	-12	2	-3	-2
Cc1cc(C)n(CC(=O)NCc2ccccc2)c(=O)c1C#N	-2	4	6	1	3	9	17	-1	5	-1	-2
Cc1cc2cc(CNC(=O)c3ccc(S(=O)(=O)N4CCCCC4)cc3)ccc2[nH]1	-1	-4	3	-2	-20	-11	-7	0	-2	-8	-1
CN(Cc1ccccc1)C(=O)c1cccc(C(=O)N(C)Cc2ccccc2)c1	8	10	10	0	7	-10	6	11	-3	-10	-23
CC(Oc1ccccc1)C(=O)N1CCN=C1SCc1cccc(F)c1 (stereo not drawn)	9	-1	19	-9	0	-53	-4	6	8	5	-2
CC(CN1CCCCC1)OC(=O)c1ccc(Cl)cc1Cl (stereo not drawn)	-19	-12	-16	1	-12	-26	14	-8	-5	11	3
CCOC(=O)C1CCN(C(=O)c2c(-c3ccccc3)noc2C)CC1	3	-23	8	-5	-7	-13	2	9	2	-2	-40
COCCNC(=O)C1(C)CCCN(CCS(=O)(=O)c2ccc(C)cc2)C1 (stereo not drawn)	-1	-9	-1	-2	6	-29	-1	-3	4	.	4
O=C1CSC(c2ccccc2)N1Cc1ccccc1 (stereo not drawn)	9	18	2	-7	-12	3	4	-4	2	-17	5
CC(C)(C)NC(=O)CN(C(=O)CCC(=O)Nc1nccs1)c1ccc2c(c1)OCCO2	12	-9	-20	2	12	-26	-12	3	15	-4	2
COc1ccc(-n2c(=S)[nH]c3ncccc3c2=O)cc1	-1	5	-7	-14	9	9	-18	5	2	0	11
O=C(CN1C(=O)/C(=C/c2cccc(Br)c2)SC1=S)NC1=NCCS1	-24	5	3	6	-9	3	11	-11	13	-8	1
CCNC(=O)Nc1ccc(-n2nc(C)c(C(=O)OCC)c2C)nc1	1	14	0	13	5	-14	-8	-7	2	7	-6
Cc1cc2cc(C)c(NCCNC(=O)c3ccccc3Cl)nc2cc1C	0	-25	0	4	-15	11	-2	6	-6	9	10
Cc1cc(C)cc(C(=O)O/N=C(\N)c2ccc(Br)cc2)c1	17	-3	4	-5	-57	-12	5	90*	-3	-19	-49
c1ccc(-c2nc3c4ccccc4ccn3c2Cc2ccsc2)cc1	-1	-15	-15	.	-9	-26	-10	9	-12	.	-14
O=C(CNC(=O)c1cccc([N+](=O)[O-])c1)OCCCC(=O)c1ccc(F)cc1	-10	-11	18	18	-10	-2	3	-3	-6	-3	1
Cc1ccc(S(=O)(=O)N2CCCCC2)cc1C(=O)NCCN1CCOCC1	12	-6	0	4	17	1	-5	6	10	-4	-4
Cn1c(Nn2cnnc2)nc2ccccc21	-5	-5	-7	-7	3	-7	-13	-3	5	-4	-1
CCCOc1ccc(/C(O)=C2/C(=O)C(=O)N(CCN(C)C)C2c2ccco2)cc1 (stereo not drawn)	1	-34	-6	2	7	-9	-12	0	-5	1	-22
COc1ccc2c(C)nc(N/C(N)=N/S(=O)(=O)c3ccc(C)cc3)nc2c1	10	24	-35	10	11	-11	0	6	4	-11	-16
CCCc1[nH]n(-c2nc3ccccc3s2)c(=O)c1C=NCC1CCCO1 (stereo not drawn)	7	-12	-26	-15	-9	-5	-7	3	1	2	-27
O=[N+]([O-])c1ccc2c(c1)/C(=N\O)c1ccccc1-2	20	1	-51	-8	4	8	2	-7	16	5	-8
COc1ccc(C)cc1NC(=O)CN1C(=O)C2CC=CCC2C1=O (stereo not drawn)	3	4	-14	16	-11	-19	-9	-3	12	-4	-7
COC(=O)N/N=C/c1ccc(OS(=O)(=O)c2ccc(C)cc2)c(OC)c1	-1	2	-9	17	-11	-6	-1	-4	2	5	6
Cc1ccc2nc(C(C)(C)C)c(Cc3cccc(F)c3)n2c1	3	-1	-6	-39	-1	-8	-35	-8	-18	.	13
Cc1nc2ccc(CCO)cc2s1	-3	-24	0	-16	-16	-2	-4	5	-1	21	7
CCc1ccc2nc(NC(=O)C3CSC4(C)CCC(=O)N34)sc2c1 (stereo not drawn)	-10	-25	16	-14	9	-62	-52	20	-52	-32	-73
O=C(NCCC1CCCC1)C1CCC(=O)N(CCCN2CCCC2=O)C1 (stereo not drawn)	-2	2	-3	-18	3	-140	11	-4	1	1	8
Cc1ccc(-c2c3c(=O)n(C)c(=O)n(C)c3cn2-n2cnnc2)cc1	-12	-50	38	-6	18	-1	1	-15	-8	-8	23
Cc1cccc(-n2c(=O)c3c(C)c(C)sc3n(CC(N)=O)c2=O)c1	-6	1	-11	3	21	-5	-2	-11	2	6	3
C/C(Cl)=C/Cn1c(SCc2ccc(Cl)cc2)nc2c1c(=O)[nH]c(=O)n2C	2	-20	1	-5	-14	-4	-4	3	-1	0	-12
Cc1ccc(NC(=S)Nc2ccc3[nH]c(=O)[nH]c3c2)cc1C	4	-4	-2	-3	-23	-13	22	-1	4	3	-16
CCN(CC)Cc1cc(C(C)=O)ccc1O	-2	17	-9	-4	-2	8	-1	0	5	10	-3
CC1(c2nnnn2Cc2ccccc2)CCC(=O)N1c1ccc(N2CCOCC2)cc1 (stereo not drawn)	.	.	.	4	14	.	-5	-3	.	.	17
COC(=O)N1C(=O)[C@@](c2ccc(OC)cc2)(C(C)C)N1C(=O)OC	-12	-14	69*	.	57*	9	-18	18	17	0	16
CC(Sc1nc2c(c(=O)[nH]1)CCCC2)C(=O)Nc1ccc(Br)cn1 (stereo not drawn)	7	1	-8	4	-11	3	-28	-6	-10	3	-19
O=C(N1CCOCC1)N(Cc1cccs1)C1CCCC1	9	-10	10	0	-8	7	16	6	14	-5	3
O=C(O)c1cccc2c1C(=O)c1ccc(-c3ccc(F)cc3F)cc1S2(=O)=O	-2	8	17	-7	9	-1	19	-15	-7	4	-9
CCCCN(C(=O)c1ccc(-c2ccc([N+](=O)[O-])cc2)o1)c1c(N)n(CCCC)c(=O)[nH]c1=O	0	6	-15	-21	-15	-22	-4	-13	-12	6	-17
COc1ccc(S(=O)(=O)N(C)C[C@@H]2OCCCC[C@H](C)Oc3ccc(NC(=O)Nc4ccc(C(F)(F)F)cc4)cc3C(=O)N([C@H](C)CO)C[C@H]2C)cc1	15	6	10	16	-23	7	36	34	-1	9	-3
New compounds follow
SMILES	KKLEB tox	Shn3 inh set2	CF NFkB inh	COUP-TFII inh	TWEAK-Fn14 inh	SRC1 inh	NR5A2 inv ag	C8 TRAIL sens	NCOA3 inh	LMP1 NFkB inh	TROY signal inh
O=C(N/C(=C\c1ccc([N+](=O)[O-])cc1)C(=O)N1CCOCC1)c1cccc(Br)c1	-10	-25	22	19	-7	-27	10	-19	14	-7	-1
CCOc1cccc(-c2cc(-c3n[nH]c(=S)n3CC)c3ccccc3n2)c1	-14	1	-12	10	0	-20	13	-25	8	8	2
O=C(NN1C(=O)c2ccccc2C1=O)c1ccc2c(c1)C(=O)N(CC1CCCO1)C2=O (stereo not drawn)	-3	-23	15	6	10	0	-4	7	-5	-13	24
O=C(NCc1cccc(C(F)(F)F)c1)C1CCN(c2ncccn2)CC1	10	-7	0	5	2	6	8	-7	-2	0	14
Cc1cccnc1NC(=O)Cn1nc([N+](=O)[O-])cc1C	15	-2	-12	-15	-6	-44	-2	-11	11	-3	-2
COc1cccc(C(CNC(=O)C(c2ccccc2)c2ccccc2)N(C)C)c1 (stereo not drawn)	-1	4	1	11	34	-14	-23	-3	-19	-6	8
CNc1ncnc2c1ncn2[C@H]1CN(CCN2CCOCC2)C[C@@H](CO)O1	10	-6	-7	-2	10	-1	-7	-15	-9	.	3
Cc1cccc(N2C(=O)C(Oc3ccc(Cl)cc3Cl)C2C(=O)O)c1C (stereo not drawn)	28	-1	-8	6	18	-12	8	0	17	-6	6

Just COUP-TFII inh, KKLEB tox and NCOA3 inh (two entries from above):
compound,COUP-TFII inh,KKLEB tox,NCOA3 inh
Cc1cccnc1NC(=O)Cn1nc([N+](=O)[O-])cc1C,-15,15,11
CNc1ncnc2c1ncn2[C@H]1CN(CCN2CCOCC2)C[C@@H](CO)O1,-2,10,-9

A portion of the library; the hit share may differ from the screen's.
